TCR CD3 inh: inhibitors of human TCR-CD3 interaction | inhibition, % at 9.4 µM | AID 651800 | actives 0.37% (n = 360,000) | TAMRA-labeled TCR probe fluorescence, biochemical; in the data active = inhibition above about 19%;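 note: recombinant mutant TCR 2C K166C tagged with TAMRA read by polarization; 0% = receptor in buffer alone and 100% = receptor with positive control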
SIAE inh: blocks human sialic acid acetylesterase | actives 0.69% (n = 370,000) | inhibition, % at 9.66 µM | SIAE FP-Rh probe binding, fluorescence polarization;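 active = inhibition above a cutoff: mean of compounds within the control limits plus 3 SD of those, cut at about 17% in these data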;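 note: 0% = plate median of compound wells and 100% = probe without SIAE protein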
Target sequence (Q9HAT2 whole entry, looked up): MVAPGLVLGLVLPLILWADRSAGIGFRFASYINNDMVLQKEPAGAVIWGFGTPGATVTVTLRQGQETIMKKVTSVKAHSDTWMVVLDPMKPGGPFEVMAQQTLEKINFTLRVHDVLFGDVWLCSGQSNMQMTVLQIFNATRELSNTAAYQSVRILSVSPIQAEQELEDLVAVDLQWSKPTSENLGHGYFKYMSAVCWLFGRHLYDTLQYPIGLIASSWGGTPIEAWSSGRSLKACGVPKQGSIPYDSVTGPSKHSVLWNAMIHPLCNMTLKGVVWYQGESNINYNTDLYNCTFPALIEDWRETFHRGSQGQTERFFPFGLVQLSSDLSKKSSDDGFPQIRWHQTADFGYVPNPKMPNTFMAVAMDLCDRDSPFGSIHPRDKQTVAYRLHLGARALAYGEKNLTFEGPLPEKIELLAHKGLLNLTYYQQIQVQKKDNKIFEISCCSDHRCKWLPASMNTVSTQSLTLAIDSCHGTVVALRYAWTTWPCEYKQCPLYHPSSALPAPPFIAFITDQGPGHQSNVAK
mABHD4 FP: ABHD4 (mouse) inhibition, primary FP screen. Q8VD66. inhibition, % at 8.92 µM. purified mABHD4, FP-Rh probe fluorescence polarization. AID 720543. actives 0.54% (n = 370,000);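 active = inhibition exceeding the mean over every tested compound plus 3 SD, cut at about 30% in these data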;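 note: 0% = plate median of compound wells and 100% = S159A mutant with DMSO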
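Assay system: wild-type mouse ABHD4 protein; compound: single nominal dose of 8.92 µM, 0.89% DMSO final; schedule: 45 min + 60 min at 25 °C; measured by: FP readout, ex 525 nm / em 598 nm; evaluation: % inhibition of FP-Rh probe binding versus controls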
HTRA1 inhibitor: inhibitors of human serine peptidase HTRA1; recombinant HTRA1, FP-rhodamine activity-based probe, fluorescence polarization; inhibition, % at 5.96 µM; actives 0.5% (n = 340,000); Q92743; in the data active = inhibition above about 36%;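 note: 0% = enzyme with DMSO and 100% = wells lacking enzyme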
Target sequence (Q92743 whole entry, looked up): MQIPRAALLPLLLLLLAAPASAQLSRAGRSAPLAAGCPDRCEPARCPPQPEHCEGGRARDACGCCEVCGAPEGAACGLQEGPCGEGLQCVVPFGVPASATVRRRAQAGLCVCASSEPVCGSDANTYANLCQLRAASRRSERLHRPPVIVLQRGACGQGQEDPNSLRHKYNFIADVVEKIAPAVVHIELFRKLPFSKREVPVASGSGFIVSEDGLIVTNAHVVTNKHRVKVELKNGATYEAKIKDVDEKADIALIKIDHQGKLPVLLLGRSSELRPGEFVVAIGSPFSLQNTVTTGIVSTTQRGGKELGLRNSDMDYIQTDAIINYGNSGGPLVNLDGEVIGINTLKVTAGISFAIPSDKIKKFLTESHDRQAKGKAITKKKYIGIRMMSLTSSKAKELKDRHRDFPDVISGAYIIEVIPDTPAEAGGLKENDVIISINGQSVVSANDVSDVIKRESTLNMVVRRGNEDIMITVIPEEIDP
PRMT1 inh: blocks human protein arginine methyltransferase 1; Q99873; recombinant PRMT1, activity-based probe fluorescence polarization; inhibition, % at 2.79 µM; actives 1.3% (n = 370,000); AID 652257;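 active = inhibition above about 21% made by adding two undisclosed values, limit read from the data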
LEDGF integ inh: blocks HIV-1 LEDGF/p75-dependent DNA integration | TR-FRET IN-LEDGF/p75 DNA integration, Eu/Cy5 | inhibition, % at 3.7 µM | actives 0.64% (n = 370,000) | AID 743269;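 active = inhibition above the screen-wide mean plus 3 SD, cut at about 13% in these data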;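 note: signal is the Cy5 over europium emission ratio at 671 and 618 nm; 0% = plate median of compound wells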
TDP2 inh: blocks human TDP2 phosphodiesterase activity | O95551 | recombinant TDP2, T5PNP hydrolysis, p-nitrophenol absorbance 415 nm | inhibition, % at 12.8 µM | actives 0.34% (n = 370,000);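 active = inhibition above the mean of all tested compounds plus 3 SD, set per campaign, cut at about 25% in these data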;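 note: 0% = DMSO with enzyme and 100% = buffer with substrate but no TDP2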
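Evaluation: % inhibition relative to enzyme-containing and enzyme-free wells. Material: recombinant human TDP2. Benchmarks: enzyme-free and DMSO wells. Timing: enzyme reaction with compound for 2 h at 37 °C. Compound dosing: 12.8 µM only. Measured by: p-Nitrophenol epi absorbance. Reagent: T5PNP substrate at 5 mM, a TopII-DNA adduct mimic. Replication: single well per compound.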
Tn7 DDE FP: disrupts Tn7 cyclic peptide binding to fibrin D-Dimer-E complex. P02675. FP displacement of FITC-Tn7 peptide from fibrin DD(E); 0% = median of compound wells per plate. inhibition, % at 8.3 µM. actives 0.13% (n = 370,000);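 active = inhibition above the mean of compounds falling within the control limits plus 3 SD of them, cut at about 14% in these data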;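 note: 0% = plate median of compound wells and 100% = 10 µM Aha-Tn7 peptide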
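Assay system: Human fibrin DD(E) protein | Medium: Tris buffer with calcium and detergent, pH 7.8 | Reagent: 0.1 µM fluorescent Tn7 | Compound dosing: Single point at 8.3 µM | Times: 10 min preincubation, 3 h with tracer, room temperature | Detection: Fluorescence polarization of the labelled Tn7 tracer | Controls: Aha-Tn7 high control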
PG9 binder: binds the HIV-1 gp120 antibody PG9 | TR-FRET gp120-PG9 antibody binding | inhibition, % at 6.7 µM | actives 0.43% (n = 360,000); in the data active = inhibition above about 8.5%
UHRF1 binding: UHRF1 methyl-DNA binding inhibition. actives 0.75% (n = 370,000). UHRF1 binding to methylated oligo, TR-FRET. inhibition, % at 4.4 µM. AID 687016; in the data active = inhibition above about 21%;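 note: UHRF1 SRA domain binding a hemimethylated CpG hairpin DNA probe; 0% = median of test compound wells and 100% = reference inhibitor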
An asterisk follows results filed as active. Outcome played no part in choosing rows; about 4.2% have a hit in one of these screens.

COC(=O)c1ccc(C)c(-n2c(C)cc(C=O)c2C)c1 was read as TCR CD3 inh 0, SIAE inh 16, mABHD4 FP 2, HTRA1 inhibitor 2, PRMT1 inh -2, LEDGF integ inh 1, TDP2 inh 11, Tn7 DDE FP 3, PG9 binder 0.3 and UHRF1 binding -4.
For Cc1ccc2c(c1)C(c1ccccc1)N(C(=O)c1ccc(S(=O)(=O)N3CCOCC3)cc1)CC(=O)N2 (stereo not given) the results were TCR CD3 inh 1, SIAE inh -5, mABHD4 FP 1, HTRA1 inhibitor 5, PRMT1 inh 0, LEDGF integ inh 0, TDP2 inh -3, Tn7 DDE FP -5, PG9 binder -2.1 and UHRF1 binding 9.
Screening CCc1nnc(NC(=O)CSc2nnc(-c3ccc(NS(=O)(=O)c4ccccc4)cc3)o2)s1 returned TCR CD3 inh -6, SIAE inh -1, mABHD4 FP 3, HTRA1 inhibitor -10, PRMT1 inh 5, LEDGF integ inh -3, TDP2 inh -3, Tn7 DDE FP 5, PG9 binder -1.7 and UHRF1 binding 1.
Screening C/C(=N\NC(=O)c1ccc(C(=O)N/N=C(\C)c2ccco2)o1)c1ccco1 returned TCR CD3 inh 9, SIAE inh 0, mABHD4 FP -15, HTRA1 inhibitor -48, PRMT1 inh 1, LEDGF integ inh 2, TDP2 inh 3, Tn7 DDE FP -1, PG9 binder -3.1 and UHRF1 binding -1.
`O=C(Nc1cc(F)ccc1F)c1cccc(-n2cnnn2)c1` gave TCR CD3 inh 3, SIAE inh 6, mABHD4 FP -5, HTRA1 inhibitor -10, PRMT1 inh 2, LEDGF integ inh -1, TDP2 inh 6, Tn7 DDE FP 8, PG9 binder -1.1 and UHRF1 binding 0.
CCN1CCc2nc3ccccc3c(C(=O)Nc3ccc(F)cc3)c2C1 was read as TCR CD3 inh 7, SIAE inh -1, mABHD4 FP -2, HTRA1 inhibitor 1, PRMT1 inh -3, LEDGF integ inh 0, TDP2 inh 4, Tn7 DDE FP -8, PG9 binder 0.7 and UHRF1 binding 14.
`CCN(CC)CCn1c(SCC(=O)NCc2ccccc2)nc2c(sc3ccccc32)c1=O` gave TCR CD3 inh 11, SIAE inh 1, mABHD4 FP 1, HTRA1 inhibitor 0, PRMT1 inh 2, LEDGF integ inh 4, TDP2 inh 5, Tn7 DDE FP -4, PG9 binder -1.0 and UHRF1 binding -2.
Cn1ccnc1SCC(=O)c1ccc(O)cc1 was read as TCR CD3 inh -10, SIAE inh 0, mABHD4 FP -3, HTRA1 inhibitor -4, PRMT1 inh 3, LEDGF integ inh -2, TDP2 inh 16, Tn7 DDE FP -2, PG9 binder -0.6 and UHRF1 binding -1.
For CCC(Oc1ccccc1OC)C(=O)Nc1ccc2c(c1)OCCO2 (stereo not given) the results were TCR CD3 inh -3, SIAE inh 9, mABHD4 FP 3, HTRA1 inhibitor 0, PRMT1 inh -4, LEDGF integ inh -1, TDP2 inh 8, Tn7 DDE FP 0, PG9 binder -0.7 and UHRF1 binding -3.
COC(=O)c1sc(=S)n(-c2ccccc2OC)c1N was read as TCR CD3 inh -12, SIAE inh 4, mABHD4 FP 2, HTRA1 inhibitor 3, PRMT1 inh 3, LEDGF integ inh 1, TDP2 inh 8, Tn7 DDE FP 2, PG9 binder -0.4 and UHRF1 binding 3.
Screening Cc1ccc(C)c(N2CCN(C(=O)c3ccc4c(=O)n5c(nc4c3)CCCCC5)CC2)c1 returned TCR CD3 inh -4, SIAE inh -5, mABHD4 FP -2, HTRA1 inhibitor -15, PRMT1 inh -1, LEDGF integ inh -1, TDP2 inh 3, Tn7 DDE FP 5, PG9 binder -2.0 and UHRF1 binding -2.
O=C(c1ccccc1Br)N1CCN(Cc2ccc3c(c2)OCO3)CC1 was read as TCR CD3 inh -12, SIAE inh 1, mABHD4 FP -2, HTRA1 inhibitor 2, PRMT1 inh -1, LEDGF integ inh 3, TDP2 inh -11, Tn7 DDE FP 3, PG9 binder -0.4 and UHRF1 binding 0.
For COc1ccc(NC(=O)C[C@@H]2C(=O)N(c3ccc(OC)cc3)CC2(C)C)cc1 the results were TCR CD3 inh 8, SIAE inh 7, mABHD4 FP 1, HTRA1 inhibitor 0, PRMT1 inh 0, LEDGF integ inh 4, TDP2 inh 7, Tn7 DDE FP -1, PG9 binder -0.8 and UHRF1 binding -3.
Screening CCc1nc2c(OCc3ccc(Cl)cc3)cccn2c1N(C)C(=O)c1ccco1 returned TCR CD3 inh 2, SIAE inh 0, mABHD4 FP 2, PRMT1 inh 5, LEDGF integ inh -4, TDP2 inh 8, Tn7 DDE FP 1, PG9 binder 0.1 and UHRF1 binding 2.
COc1ccc(N2CCN(CCNC(=O)Nc3cccc(C)c3C)CC2)cc1 was read as TCR CD3 inh 2, SIAE inh -1, mABHD4 FP 3, HTRA1 inhibitor 12, PRMT1 inh 1, LEDGF integ inh 0, TDP2 inh 13, Tn7 DDE FP 3, PG9 binder 0.0 and UHRF1 binding 0.
COc1cccc(-c2c(C(=O)N/N=C(\C)c3ccco3)nnn2-c2nonc2N)c1 was read as TCR CD3 inh -9, SIAE inh 8, mABHD4 FP -7, HTRA1 inhibitor -6, PRMT1 inh 0, LEDGF integ inh -2, TDP2 inh 5, Tn7 DDE FP 2, PG9 binder 1.1 and UHRF1 binding -4.
Cc1cc(C)nc(NS(=O)(=O)c2ccc(NC(=O)CSc3nc(-c4ccccc4)c(C#N)c(=O)[nH]3)cc2)n1 was read as TCR CD3 inh 9, SIAE inh -7, mABHD4 FP -2, HTRA1 inhibitor -2, PRMT1 inh 2, LEDGF integ inh 3, TDP2 inh 9, Tn7 DDE FP 3, PG9 binder 36* and UHRF1 binding 1.
C1=C(c2ccccc2)Nc2nnnn2C1 was read as TCR CD3 inh 0, SIAE inh 5, mABHD4 FP 0, HTRA1 inhibitor 2, PRMT1 inh 1, LEDGF integ inh 1, TDP2 inh 3, Tn7 DDE FP -2, PG9 binder 1.0 and UHRF1 binding 1.
Cc1cc(F)ccc1C(O)c1ncc(-c2ccccc2F)[nH]1 (stereo not given) was read as TCR CD3 inh 0, SIAE inh -3, mABHD4 FP 0, PRMT1 inh 3, LEDGF integ inh 0, TDP2 inh 2, Tn7 DDE FP 5, PG9 binder 0.1 and UHRF1 binding 0.
Screening COc1ccc(NC(=O)CS(=O)c2cccc(Cl)c2)cc1 (stereo not given) returned TCR CD3 inh 0, SIAE inh -5, mABHD4 FP -1, HTRA1 inhibitor 4, PRMT1 inh -1, LEDGF integ inh -2, TDP2 inh 6, Tn7 DDE FP 5, PG9 binder 0.6 and UHRF1 binding 1.

Retrieved by structure from above, five records:
For COc1ccc(NC(=O)C[C@@H]2C(=O)N(c3ccc(OC)cc3)CC2(C)C)cc1 the results were TCR CD3 inh 8, SIAE inh 7, mABHD4 FP 1, HTRA1 inhibitor 0, PRMT1 inh 0, LEDGF integ inh 4, TDP2 inh 7, Tn7 DDE FP -1, PG9 binder -0.8 and UHRF1 binding -3.
O=C(c1ccccc1Br)N1CCN(Cc2ccc3c(c2)OCO3)CC1 was read as TCR CD3 inh -12, SIAE inh 1, mABHD4 FP -2, HTRA1 inhibitor 2, PRMT1 inh -1, LEDGF integ inh 3, TDP2 inh -11, Tn7 DDE FP 3, PG9 binder -0.4 and UHRF1 binding 0.
Screening C/C(=N\NC(=O)c1ccc(C(=O)N/N=C(\C)c2ccco2)o1)c1ccco1 returned TCR CD3 inh 9, SIAE inh 0, mABHD4 FP -15, HTRA1 inhibitor -48, PRMT1 inh 1, LEDGF integ inh 2, TDP2 inh 3, Tn7 DDE FP -1, PG9 binder -3.1 and UHRF1 binding -1.
Screening CCc1nnc(NC(=O)CSc2nnc(-c3ccc(NS(=O)(=O)c4ccccc4)cc3)o2)s1 returned TCR CD3 inh -6, SIAE inh -1, mABHD4 FP 3, HTRA1 inhibitor -10, PRMT1 inh 5, LEDGF integ inh -3, TDP2 inh -3, Tn7 DDE FP 5, PG9 binder -1.7 and UHRF1 binding 1.
For Cc1ccc2c(c1)C(c1ccccc1)N(C(=O)c1ccc(S(=O)(=O)N3CCOCC3)cc1)CC(=O)N2 (stereo not given) the results were TCR CD3 inh 1, SIAE inh -5, mABHD4 FP 1, HTRA1 inhibitor 5, PRMT1 inh 0, LEDGF integ inh 0, TDP2 inh -3, Tn7 DDE FP -5, PG9 binder -2.1 and UHRF1 binding 9.

Following part:
Cc1ccc(S(=O)(=O)N2c3ccccc3C[C@H]2CC=C(c2ccccc2)c2ccccc2)cc1 was read as SIAE inh -8, mABHD4 FP -8, PRMT1 inh -3, LEDGF integ inh 6, TDP2 inh -7, Tn7 DDE FP -6 and UHRF1 binding 0.
For Cc1nn(C)c(=O)n1-c1ccccc1 the results were TCR CD3 inh 3, SIAE inh 3, mABHD4 FP -4, HTRA1 inhibitor 0, PRMT1 inh -7, LEDGF integ inh 1, TDP2 inh -12, Tn7 DDE FP -4, PG9 binder 0.1 and UHRF1 binding 0.
Screening Cc1cc(C(=O)Nc2sccc2C#N)c2ccccc2n1 returned TCR CD3 inh -6, SIAE inh -7, mABHD4 FP 6, HTRA1 inhibitor 6, PRMT1 inh 5, LEDGF integ inh -3, TDP2 inh 16, Tn7 DDE FP -7, PG9 binder -0.8 and UHRF1 binding -1.
`CCOC(=O)c1cnc(-c2ccccc2)nc1Oc1ccc(Cl)cc1` gave TCR CD3 inh -2, SIAE inh -2, mABHD4 FP 0, HTRA1 inhibitor 7, PRMT1 inh 1, LEDGF integ inh 0, TDP2 inh -6, Tn7 DDE FP -3, PG9 binder -1.4 and UHRF1 binding 3.
For CCOc1ccccc1NC(=O)COC(=O)c1c[nH]c2ccccc12 the results were TCR CD3 inh -11, SIAE inh -8, mABHD4 FP 1, HTRA1 inhibitor -1, PRMT1 inh 0, LEDGF integ inh 1, TDP2 inh 10, Tn7 DDE FP 4, PG9 binder 2.6 and UHRF1 binding -3.
For O=C1c2ccccc2NC(c2cccc([N+](=O)[O-])c2)N1CCc1ccccc1 (stereo not given) the results were TCR CD3 inh 3, SIAE inh 11, mABHD4 FP -1, HTRA1 inhibitor -27, PRMT1 inh 1, LEDGF integ inh -3, TDP2 inh -5, Tn7 DDE FP 1, PG9 binder -1.4 and UHRF1 binding -1.
For C=CCn1cc(/C=C2/NC(=O)NC2=O)c2ccccc21 the results were TCR CD3 inh -8, SIAE inh 4, mABHD4 FP -7, HTRA1 inhibitor -1, PRMT1 inh 3, LEDGF integ inh -4, TDP2 inh -9, Tn7 DDE FP 3, PG9 binder -2.7 and UHRF1 binding 3.

Compound activity deposited in PubChem by The Scripps Research Institute Molecular Screening Center.
